# A3G deaminase – inhibitors of human APOBEC3G DNA deaminase. Q9HC16. actives 0.28% (n = 330,000). AID 493012. recombinant A3G, ssDNA deamination FAM/TAMRA fluorescence. inhibition, % at 20 µM;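 active = inhibition of at least 40% at 20 µM, with no more than 30% in the related APOBEC3A deaminase screen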;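 note: plate controls were DMSO wells with A3G for no effect and wells lacking A3G enzyme for full effect; some compounds called inactive have numbers as strong as hits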
# SENP1 inh – blocks the human SENP1 SUMO protease catalytic domain; Q9P0U3; recombinant SENP1 catalytic domain, CyPet-SUMO1-YPet FRET cleavage; inhibition, % at 10 µM; actives 0.21% (n = 360,000); AID 624204;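 active = inhibition at least 30% at 10 µM, raw YFP signal under a set limit, fluorescence ratio 0.5 to 1.5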;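 note: 0% = enzyme with DMSO and 100% = no enzyme wells; some results filed as inactive read as strong as hits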
# Target sequence (Q9P0U3 419-644 limits assumed): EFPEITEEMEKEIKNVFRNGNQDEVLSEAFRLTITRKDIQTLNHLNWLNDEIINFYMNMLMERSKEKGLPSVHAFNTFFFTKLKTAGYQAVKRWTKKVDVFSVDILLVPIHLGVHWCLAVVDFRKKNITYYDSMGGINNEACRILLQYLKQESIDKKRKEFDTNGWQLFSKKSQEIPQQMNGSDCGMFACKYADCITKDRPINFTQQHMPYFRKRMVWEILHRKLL
#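 system = hSENP1 catalytic domain, recombinant | reagent = SFCypet-SUMO1-SFYpet substrate at 25 nM | doses = one dose per compound, 10 µM, 0.5% DMSO | incubation = enzyme reaction for 50 min at room temperature, dark | measured by = FRET, CFP and YFP emission | controls = no-enzyme low, enzyme-DMSO high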
# SENP8 block-1 – SENP8 protease inhibition. purified SENP8, Z-RLRGG-aminoluciferin cleavage, luminescence. Q96LD8. inhibition, % at 10 µM. actives 1.2% (n = 330,000). AID 2540; in the data active = inhibition above about 50%
# Target sequence (Q96LD8 whole entry, looked up): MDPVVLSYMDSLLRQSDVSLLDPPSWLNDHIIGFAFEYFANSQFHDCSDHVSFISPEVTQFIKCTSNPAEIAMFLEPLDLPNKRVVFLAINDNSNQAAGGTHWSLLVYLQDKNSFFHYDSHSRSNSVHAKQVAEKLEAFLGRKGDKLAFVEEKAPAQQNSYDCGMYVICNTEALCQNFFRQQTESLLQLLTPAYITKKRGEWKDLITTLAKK
# SENP6 inh – SENP6 protease inhibition; AID 2599; inhibition, % at 10 µM; Q9GZR1; actives 1.8% (n = 330,000); Recombinant SENP6 catalytic domain, aminoluciferin luminescence;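 active = inhibition above about 50% at the single tested dose, limit read from the data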;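 note: plate controls were DMSO wells with enzyme for no effect and DMSO wells lacking enzyme for full effect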
# Target sequence (Q9GZR1 628-1112 limits assumed): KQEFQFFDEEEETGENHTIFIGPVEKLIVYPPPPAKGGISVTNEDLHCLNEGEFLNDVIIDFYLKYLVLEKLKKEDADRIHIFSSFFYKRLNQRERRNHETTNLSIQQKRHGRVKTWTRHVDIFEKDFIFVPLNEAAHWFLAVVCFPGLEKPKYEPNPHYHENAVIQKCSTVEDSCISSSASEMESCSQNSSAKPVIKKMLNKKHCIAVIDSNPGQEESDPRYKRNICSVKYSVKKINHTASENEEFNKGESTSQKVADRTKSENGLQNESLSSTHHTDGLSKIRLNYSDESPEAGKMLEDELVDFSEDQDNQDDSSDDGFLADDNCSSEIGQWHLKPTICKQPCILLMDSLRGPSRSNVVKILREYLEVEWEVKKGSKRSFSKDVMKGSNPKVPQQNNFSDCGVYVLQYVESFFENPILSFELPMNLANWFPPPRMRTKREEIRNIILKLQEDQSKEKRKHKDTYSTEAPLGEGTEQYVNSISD
# Apaf-1 inh – blocks human Apaf-1 apoptosome activity; O14727; reconstituted apoptosome caspase-3 activity, DEVD-Rh110 fluorescence; inhibition, % at 20 µM; actives 0.71% (n = 330,000); active = inhibition of at least 40% at 20 µM;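 note: plate controls were DMSO wells for no effect and DEVD-CHO caspase inhibitor wells for full effect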
#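 Material: biochemical Apaf-1 apoptosome reconstitution. Medium: Hepes buffer, pH 7.5. Also added: cytochrome c activation, bis-DEVD rhodamine 110 substrate. Timing: 30 min compound preincubation, 50 min activation, room temperature. Measured by: rhodamine 110 fluorescence at Ex 480/Em 540 nm.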
# UBC13 inh – inhibitors of human UBC13 polyubiquitin chain formation; P61088; TR-FRET; inhibition, % at 20 µM; actives 0.47% (n = 330,000); in the data active = inhibition above about 45%, passing the limit was not always enough
# Target sequence (P61088 whole entry, looked up): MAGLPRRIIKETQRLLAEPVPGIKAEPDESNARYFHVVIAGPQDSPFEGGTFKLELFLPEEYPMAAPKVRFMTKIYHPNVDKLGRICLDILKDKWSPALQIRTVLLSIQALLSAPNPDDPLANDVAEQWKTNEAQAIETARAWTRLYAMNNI
# SENP7 block – SENP7 protease inhibition; actives 1.5% (n = 330,000); Q9BQF6; inhibition, % at 5 µM; recombinant SENP7, Z-RLRGG-aminoluciferin luminescence, 40 min;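 active = inhibition above about 50% at the single test dose, limit read from the data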;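 note: plate controls were DMSO with enzyme for no effect and no enzyme buffer wells for full effect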
# SENP8 block-2 – inhibitors of human SENP8 protease; Q96LD8; recombinant SENP8, Nedd8 substrate fluorescence; inhibition, % at 20 µM; actives 0.64% (n = 360,000); AID 602440; in the data active = inhibition mostly above about 40%, no sharp cut-off; inactive = mostly below about 27%
# * hit, by the source's call; i = inactive.
no.	SMILES	A3G deaminase	SENP1 inh	SENP8 block-1	SENP6 inh	Apaf-1 inh	UBC13 inh	SENP7 block	SENP8 block-2
1	CCOC(=O)Cc1c(C)nc2c(-c3ccccc3OC)c(C)nn2c1C	4	1	21	-7	1	3	-6	-11
2	CN(C)CCNc1nc(S(=O)(=O)c2ccccc2)c(Cl)s1	-3	-2	-1	6	9	-3	-9	17
3	Cc1ccc(C)c(N(CC(=O)NC2CCCC2)C(=O)CNC(=O)c2cccs2)c1	2	2	-1	-13	7	2	9	3
4	O=C(NC(Cc1ccccc1)C(=O)O)/C(=C\c1ccco1)NC(=O)c1ccccc1 (stereo not drawn)	3	-6	-5	1	-1	3	-6	-9
5	CSc1sc(C(=O)O)c2c1C(=O)CC(C)(C)C2	-5	2	-2	11	-1	-3	1	0
6	O=C(O)c1cccc(NC(=O)c2cn(-c3ccccc3)nc2-c2cccc(Br)c2)c1	-7	0	5	10	-2	-15	-2	7
7	CN(C)c1ccc(/C=N/NC(=O)CCc2nc3ccccc3[nH]2)cc1	-1	1	3	-8	-1	-8	-3	-444
8	CC(=O)c1ccc2c(c1)Nc1ccccc1S2	-1	20	7	19	6	-5	-2	32
9	CCCC(=O)Nc1ccccc1NC(C)=O	-5	2	4	-2	-5	5	1	24
10	CCC(C(=O)Nc1cc(C(=O)Nc2cc(C)ccn2)ccc1Cl)c1ccccc1 (stereo not drawn)	-2	3	-8	4	12	-10	3	11
11	N#C/C(=C\Nc1ccccn1)S(=O)(=O)c1ccc(Cl)cc1	-1	-23	0	1	-17	1	-7	6
12	COc1ccc(CN2C(=O)CS/C2=N/N=C/c2ccccc2)cc1	0	-1	14	25	18	-8	17	12
13	c1ccc(-c2nnc3sc(Cc4cccs4)nn23)cc1	-6	-13	-11	-9	30	-13	-15	27
14	CCOC(=O)c1sc(NC(=O)CSC(=S)N2CCN(C)CC2)nc1C	-3	3	-7	-23	3	0	-2	20
15	Cc1onc(C(=O)NCc2ccc(F)cc2)c1[N+](=O)[O-]	-4	3	-4	-11	-15	8	-3	6
16	CCC(C)NC(=O)C(Cc1ccccc1)NS(=O)(=O)c1ccc2c(c1)CCC(=O)N2 (stereo not drawn)	-1	-1	1	-3	-9	2	-2	0
17	CCc1c(C#N)c(N)nc(SCC(=O)OCc2ccccc2)c1C#N	-5	0	3	-10	5	9	3	-52
18	CC(C)c1ccccc1-n1cc[nH]c1=S	3	2	-7	-13	-6	-10	-9	5
19	O=C(NCCN1CCOCC1)c1ccc(NS(=O)(=O)c2ccccc2)cc1	-8	2	-1	-15	-11	11	0	2
20	COC(=O)c1ccc(NS(=O)(=O)c2cc(-c3cc(C)no3)ccc2OC)cc1	-5	0	4	17	4	3	-4	19
21	Cc1nccn1CCC(=O)Nc1ccc(Cl)cc1	-6	1	4	0	-20	2	3	25
22	O=C(Nc1ccc(NC(=O)C2CC2)nc1)c1ccncc1	-3	2	-8	-10	-4	-9	-8	19
23	COc1nc(Nc2cccc(C(F)(F)F)c2)nc(OC)n1	0	0	2	-17	0	7	8	16
24	COc1ccc(C(=O)NNC(=O)CCC(=O)Nc2ccc(C)cc2C)cc1	-15	3	0	28	-5	8	0	5
25	COc1ccccc1CNC(=O)c1ccc(N2CCOCC2)c([N+](=O)[O-])c1	-8	0	-2	9	2	-4	-7	10
26	O=c1c2c3nc4ccccc4nc3n(CC3CCCO3)c2ncn1CCc1ccccc1 (stereo not drawn)	-6	-2	-7	-14	5	7	4	-494
27	COc1ccccc1Oc1nc2c(c(=O)n(Cc3ccccc3F)c(=O)n2C)n1C	-3	0	-1	2	-1	4	-6	10
28	O=C(CSc1nc(-c2ccco2)cc(C(F)(F)F)n1)NCCCN1CCOCC1	0	0	-13	-16	12	-13	-7	-115
29	COc1ccc(/C=C/C(=O)OCC(=O)NCc2ccco2)c(OC)c1	3	0	-4	18	-4	-15	5	-40
30	CN(C)C(=O)Cn1c(SCC(=O)Nc2ccc3c(c2)OCO3)nc2ccccc21	-5	-1	-1	1	-8	-4	-8	12
31	CCOC(=O)C(C)Sc1snnc1C (stereo not drawn)	-5	0	-6	-1	-10	2	-1	13
32	O=C(COC(=O)/C=C/c1cccc(F)c1)Nc1ncccn1	9	-4	0	1	-17	-3	-3	-6
33	C/C(=C/CCC(C)(O)C1CC[C@@]2(C)[C@@H]3CC=C4[C@@H](CC[C@H](O[C@H]5O[C@@H](CO)[C@H](O)[C@@H](O)[C@@H]5O)C4(C)C)[C@]3(C)C(=O)C[C@]12C)CO[C@@H]1O[C@H](CO)[C@@H](O)[C@H](O)[C@H]1O (stereo partly drawn)	-6	-2	-2	-9	0	5	5	13
34	Cc1c(Cl)cccc1NC(=O)CCCn1nc([N+](=O)[O-])cc1C	1	3	2	-12	-11	-8	1	15
35	CCOC(=O)C1=C(C)N(C)C(C)=C(C(=O)OCC)C1c1ccc(C(=O)OC)cc1	-5	-2	5	-19	-12	-3	-2	-35
36	COc1ccc(C(c2nnnn2C2CCCC2)N2CCN(c3ccccc3)CC2)cc1 (stereo not drawn)	0	2	7	-3	32	-8	6	25
37	Cc1nc(SCc2nc3ccc(Br)cc3[nH]2)c2oc3ccccc3c2n1	-10	-21	-17	-7	18	-33	-11	-12
38	O=C(CCN1C(=O)C2C3C=CC(C3)C2C1=O)Nc1ccc(F)cc1 (stereo not drawn)	2	2	-8	5	-3	-16	10	5
39	Clc1ccc(-c2nnc(CSc3nnc(-c4cccs4)o3)o2)cc1	-7	1	-7	-4	10	0	-7	10
40	O=C(Nc1ccccc1)c1ccc(NCc2ccco2)c(S(=O)(=O)N2CCOCC2)c1	-2	-1	1	-3	7	7	-2	0
41	Cc1cc(C)c(S(=O)(=O)N2CCN(c3ccccn3)CC2)c(C)c1	-7	1	-13	-3	9	2	-1	7
42	O=C(CSc1nnc(-c2cc(-c3cccs3)nc3ccccc23)o1)NC1CCCCC1	-12	-19	0	6	9	17	3	-494
43	Cc1ccc2[nH]c(C)c(CCN(Cc3cccnc3)C(=S)NC(C)(C)C)c2c1	-3	1	1	-8	13	8	0	3
44	COc1ccc(S(=O)(=O)N(C)C[C@H]2Oc3ccc(NC(=O)Cc4cn(C)c5ccccc45)cc3C(=O)N([C@@H](C)CO)C[C@@H]2C)cc1	-8	-6	1	4	17	8	4	-12
45	CN(C(=O)CSc1nnc(-c2cccs2)o1)C1CCS(=O)(=O)C1 (stereo not drawn)	3	-1	-2	-1	-7	2	-4	-16
46	COc1ccc(/C=C/C(=O)Nc2cccc(S(=O)(=O)N3CCCC3)c2)cc1OC	-2	1	4	4	5	-8	-10	-454
47	O=C(CN1CCOCC1)Nc1ccc([N+](=O)[O-])cc1	-1	2	-2	-29	-2	-6	10	18
48	Cc1ccc2nc(-c3cccnc3)c(NC3CCCCC3)n2c1	1	-2	-6	-7	-50	19	8	-171
49	O=C(NCCCCCCNC(=O)N1CCCCCC1)N1CCCCCC1	-5	2	5	6	-12	-4	3	8
50	CCc1c(C(=O)NNC(=S)NCC(C)C)csc1C	-8	1	3	-6	-5	-5	0	16

# Continued:
no.	SMILES	A3G deaminase	SENP1 inh	SENP8 block-1	SENP6 inh	Apaf-1 inh	UBC13 inh	SENP7 block	SENP8 block-2
51	Brc1ccc(CN2CCN(c3ccccc3)CC2)o1	-1	1	8	-10	-2	-1	4	-2
52	O=C(Nc1nccs1)c1ccc(Br)cc1	-10	1	9	41	-12	4	20	24
53	CN(Cc1ccccc1)C(=S)NC(=O)c1cccs1	-8	1	2	15	-5	9	-11	4
54	CCCC(C(=O)NC(C)(C)C)N(Cc1ccccc1Cl)C(=O)c1snc(C(N)=O)c1N (stereo not drawn)	4	-22	3	-1	13	49*	2	i
55	Cc1ccc(S(=O)(=O)N2CC(=O)Nc3ccccc32)c(C)c1NS(C)(=O)=O	-7	-2	4	8	-4	8	0	22
56	C=CC(C)Sc1nc2c(c(=O)n(C)c(=O)n2C)n1Cc1ccccc1Cl (stereo not drawn)	-1	3	6	-23	19	12	10	8
57	O=C(NCCN1C(=O)S/C(=C\c2ccccc2F)C1=O)C1CCN(S(=O)(=O)c2cccs2)CC1	-9	0	-6	1	17	20	-3	8
58	CS(=O)(=O)NC1CCN(Cc2ccccc2)CC1	1	-4	-3	-1	3	2	5	13
59	CNC(=O)CSc1nnc(-c2cccnc2)n1-c1ccc(C)cc1	-6	1	1	-6	2	6	3	10
60	COCCNC(C)C(=O)Nc1ccc(Br)cc1 (stereo not drawn)	9	1	-9	-19	3	2	10	13
61	Cc1cccc(C2c3[nH]c4ccccc4c3CCN2Cc2cccn2-c2ncccn2)c1 (stereo not drawn)	-2	-68	-3	6	10	8	6	-61
62	Cc1cc(C)c2[nH]c(=O)c(CN(CC3CCCO3)S(=O)(=O)c3ccc4c(c3)OCCO4)cc2c1 (stereo not drawn)	-3	-1	-6	-19	19	-1	-7	-173
63	COc1ccc(NC(=O)C2CCCN2C(=O)OCc2ccccc2)cc1 (stereo not drawn)	-7	3	-4	-4	9	-5	-4	22
64	CCOc1cc(/C=N/NC(=O)CN(CCc2ccccc2)S(=O)(=O)c2ccc(NC(C)=O)cc2)ccc1O	-2	1	5	1	4	2	-3	-27
65	O=C(NC12CC3CC(CC(C3)C1)C2)c1ccc(COc2ccc(Cl)cc2[N+](=O)[O-])o1	-7	0	-7	-15	21	-2	-3	12
66	CCOc1ccc(S(=O)(=O)N2CCC(C(=O)NCc3ccccn3)CC2)cc1C	-9	2	-12	-33	8	-4	-7	9
67	COc1cc2ccccc2cc1C(=O)N(CCN(C)C)c1nc2ccc(Br)cc2s1	0	-2	10	7	18	13	0	2
68	COc1ccccc1CN1CCN(S(=O)(=O)c2ccc(C)cc2)CC1	-7	2	2	2	-7	4	-5	12
69	Cc1ccc(C(=O)NCC(=O)Nc2ccc(C)c(S(=O)(=O)Nc3ccc(Cl)cc3)c2)s1	-8	-2	-9	1	20	-3	-3	14
70	Nc1nncn1C(=O)c1cc(Br)ccc1Cl	-3	3	9	0	6	6	4	20
71	Cc1cc(=O)oc2cc(OC(C)C(=O)O)c(Cl)cc12 (stereo not drawn)	-3	-3	0	11	-4	3	-1	-286
72	Nc1nonc1C(=O)NCCNC(=O)c1ccc(Cl)cc1	-8	3	4	-15	-2	4	-6	7
73	COc1ccc(OC)c2[nH]c(=O)c(CCNS(=O)(=O)c3ccc(Cl)cc3)cc12	-5	0	1	-8	-13	6	-1	-261
74	OCCSc1nnc(Nc2ccccc2)s1	-4	2	-16	-34	8	-1	-9	29
75	CCOc1ccc(N2CC(C(=O)N3CCc4ccccc4C3)CC2=O)cc1 (stereo not drawn)	-6	1	2	11	-2	13	3	39
76	COc1ccc(-c2csc(NC(=O)CS(=O)(=O)c3ccccc3)n2)cc1	-4	-1	-1	-1	13	0	-5	-7
77	CCN(CC)S(=O)(=O)c1ccc(N2CCOCC2)c(NC(=O)CC(C)(C)C)c1	-7	3	0	12	-16	4	0	6

# Reformatted field by field: entries from further up
74	OCCSc1nnc(Nc2ccccc2)s1
  A3G deaminase: -4 | SENP1 inh: 2 | SENP8 block-1: -16 | SENP6 inh: -34 | Apaf-1 inh: 8 | UBC13 inh: -1 | SENP7 block: -9 | SENP8 block-2: 29
72	Nc1nonc1C(=O)NCCNC(=O)c1ccc(Cl)cc1
  A3G deaminase: -8 | SENP1 inh: 3 | SENP8 block-1: 4 | SENP6 inh: -15 | Apaf-1 inh: -2 | UBC13 inh: 4 | SENP7 block: -6 | SENP8 block-2: 7
73	COc1ccc(OC)c2[nH]c(=O)c(CCNS(=O)(=O)c3ccc(Cl)cc3)cc12
  A3G deaminase: -5 | SENP1 inh: 0 | SENP8 block-1: 1 | SENP6 inh: -8 | Apaf-1 inh: -13 | UBC13 inh: 6 | SENP7 block: -1 | SENP8 block-2: -261
76	COc1ccc(-c2csc(NC(=O)CS(=O)(=O)c3ccccc3)n2)cc1
  A3G deaminase: -4 | SENP1 inh: -1 | SENP8 block-1: -1 | SENP6 inh: -1 | Apaf-1 inh: 13 | UBC13 inh: 0 | SENP7 block: -5 | SENP8 block-2: -7

# Compound activity deposited in PubChem by Sanford-Burnham Center for Chemical Genomics.
